Compound activity: PubChem BioAssay, several laboratories
Rin1 Abl inh: inhibitors of Rin1-Abl protein binding, primary screen, biochemical, TR-FRET. Tyrosine-protein kinase ABL1 (Homo sapiens) + Ras and Rab interactor 1 (Homo sapiens), …. inhibition, % at 7.35 µM. 360,000 compounds, 0.4% hits. AID 588664, 2011; in the data active = inhibition above about 5%, passing the limit was not always enough
LMPTP inh: LMPTP phosphatase inhibitors, primary screen, biochemical, fluorescence intensity, uHTS; Low molecular weight phosphotyrosine protein phosphatase (Homo sapiens), P24666; recombinant LMPTP-A, OMFP fluorogenic substrate; inhibition, % at 20 µM; 360,000 compounds, 0.22% hits; AID 651560, 2012;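 active = compounds that cut the enzyme signal by at least half of the control window in the single-dose screen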;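 also: plate controls were DMSO wells with enzyme plus substrate for no effect and substrate without enzyme for full effect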
Target sequence (P24666 whole entry, looked up): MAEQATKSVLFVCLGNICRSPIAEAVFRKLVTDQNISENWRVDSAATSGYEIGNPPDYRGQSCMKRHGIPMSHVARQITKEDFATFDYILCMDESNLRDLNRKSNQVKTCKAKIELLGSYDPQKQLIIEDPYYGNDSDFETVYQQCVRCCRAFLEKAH
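Test system: LMPTP-A phosphatase enzyme; input: 0.625 nM LMPTP-A final; reagent: OMFP substrate, 400 µM final; compound dosing: 20 µM single dose, 3% DMSO; incubation: 50 min dark incubation at room temperature; measured by: endpoint fluorescence intensity from OMFP dephosphorylation; measure: % inhibition relative to no-enzyme and uninhibited control wells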
Scp1 inh: Scp-1 phosphatase inhibitors, primary screen, biochemical, colorimetric, uHTS | Carboxy-terminal domain RNA polymerase II polypeptide A small phosphatase 1 (Homo … | Recombinant Scp1, phosphopeptide, malachite green phosphate absorbance | inhibition, % at 20 µM | 340,000 compounds, 0.88% hits | AID 493091, 2011;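 active = inhibition above about 50% at 20 µM, limit read from the data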;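 also: plate controls were DMSO wells with enzyme for no effect and wells lacking enzyme for full effect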
Target sequence (Q9GZU7 76-261 limits assumed): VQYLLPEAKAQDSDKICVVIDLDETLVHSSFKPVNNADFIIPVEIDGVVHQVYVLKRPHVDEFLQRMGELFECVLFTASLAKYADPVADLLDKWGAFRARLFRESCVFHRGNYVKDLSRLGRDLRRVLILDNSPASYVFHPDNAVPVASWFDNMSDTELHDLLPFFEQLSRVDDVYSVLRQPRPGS
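Material: truncated SCP-1 phosphatase (76-261aa) / Buffer or medium: 50 mM Tris acetate pH 5.5, 0.005% Tween-20, 10 mM MgCl2 / Compound dosing: one concentration, 20 µM, with 1.0% DMSO / Incubation: 45 min room-temperature reaction, 5 min colour, 30 min stabiliser / Detection: colorimetric free-phosphate detection, absorbance 630 nm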
Neddylation inh: inhibitors of cullin neddylation, primary screen, biochemical, TR-FRET, uHTS, NAE and Ubc12; 360,000 compounds, 0.58% hits; calls only at 25 µM; AID 651699, 2012; NEDD8-conjugating enzyme Ubc12 (Homo sapiens) + NEDD8-activating enzyme E1 regulatory …; in the data active = inhibition above about 36%
STEP inh: STEP phosphatase inhibitors, primary screen, biochemical, fluorescence intensity, uHTS; recombinant STEP, OMFP fluorogenic substrate; Tyrosine-protein phosphatase non-receptor type 5 (Homo sapiens), P54829; 360,000 compounds, 0.25% hits; inhibition, % at 20 µM;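 active = inhibition at 20 µM, scaled per plate between control wells, above about 37%, limit read from the data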;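 also: 0% = DMSO with enzyme and substrate and 100% = substrate only without enzyme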
Target sequence (P54829 whole entry, looked up): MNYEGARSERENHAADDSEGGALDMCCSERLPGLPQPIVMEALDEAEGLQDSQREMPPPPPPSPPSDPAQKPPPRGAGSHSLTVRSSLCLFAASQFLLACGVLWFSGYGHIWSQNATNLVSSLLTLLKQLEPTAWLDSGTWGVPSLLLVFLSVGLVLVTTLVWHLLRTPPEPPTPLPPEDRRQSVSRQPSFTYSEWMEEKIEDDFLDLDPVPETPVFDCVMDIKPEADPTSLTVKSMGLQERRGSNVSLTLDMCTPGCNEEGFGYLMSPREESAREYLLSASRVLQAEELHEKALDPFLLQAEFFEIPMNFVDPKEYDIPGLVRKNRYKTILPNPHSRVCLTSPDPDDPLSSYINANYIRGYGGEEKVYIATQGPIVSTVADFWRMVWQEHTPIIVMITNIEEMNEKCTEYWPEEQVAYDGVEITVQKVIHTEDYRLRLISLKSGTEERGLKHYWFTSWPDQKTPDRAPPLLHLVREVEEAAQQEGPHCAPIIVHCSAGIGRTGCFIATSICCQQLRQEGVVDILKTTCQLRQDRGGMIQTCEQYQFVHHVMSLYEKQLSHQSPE
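Test system: STEP tyrosine phosphatase / Reagent: OMFP at 25 µM / Doses: 20 µM, 1% DMSO / Read-out: percent inhibition scaled to no-enzyme and uninhibited-enzyme controls, plate-pattern corrected / Detection: FITC-channel fluorescence of OMFP product / Medium: Bis-Tris buffer pH 6.0, 2.5 mM DTT, 0.005% Tween 20 / Schedule: 20 min at room temperature, dark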
CSN deneddyl inh: inhibitors of CSN-mediated cullin deneddylation, primary screen, biochemical, fluorescence polarization, uHTS; COP9 signalosome complex subunit 5 (Homo sapiens), Q92905; Purified CSN, SCF-Nedd8-OG deneddylation; AID 651999, 2013; 360,000 compounds, 0.38% hits; inhibition, % at 12.5 µM;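 active = pattern-corrected inhibition above about 35%, with an unprinted fluorescence ratio check between 0.5 and 1.5, limit read from the data, passing the limit was not always enough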;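 also: 0% = enzyme with substrate and 100% = substrate without enzyme; some results filed as inactive read as strong as hits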
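test system = HEK293T-derived human Csn5 enzyme | amount = 0.24 nM Csn5 enzyme, final concentration | medium = Tris/NaCl/DTT buffer, pH 7.5 | schedule = 90 min reaction at room temperature | signal = FP | evaluation = inhibition of Csn5 cleavage, % | compound dosing = single dose of 12.5 µM compound with 0.25% DMSO | probe or stimulus = 10 nM SCFSkp2-Nedd8OG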
SUMO1-SIM PPI: modulators of SUMO1 protein-protein interactions, primary screen, biochemical, uHTS; Small ubiquitin-related modifier 1 (Homo sapiens), P63165; SUMO1 binding to a labelled peptide, TR-FRET, 1 h; inhibition, % at 20 µM; 360,000 compounds, 0.33% hits; in the data active = inhibition above about 37%
Target sequence (P63165 whole entry, looked up): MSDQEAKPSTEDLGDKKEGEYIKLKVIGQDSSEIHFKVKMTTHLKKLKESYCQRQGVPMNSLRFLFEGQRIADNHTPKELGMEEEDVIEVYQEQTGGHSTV
NadD block: inhibitors of S. aureus NadD, primary screen, biochemical, colorimetric, uHTS | Nicotinate-nucleotide adenylyltransferase NadD (Staphylococcus aureus N315) | purified NadD enzyme, colorimetric absorbance read-out | inhibition, % at 20 µM | 360,000 compounds, 0.78% hits; in the data active = inhibition above about 26%; also: some compounds past the cut are filed as inactive
Rpn11 inh: Rpn11 (PSMD14) deubiquitinase inhibitors, primary screen, biochemical, fluorescence polarization, uHTS. 26S proteasome non-ATPase regulatory subunit 14 (Homo sapiens), O00487. human 26S proteasome, Ub4-pepOG fluorescence polarization; 20S core pre-blocked with epoxomicin. calls only at 20 µM. 360,000 compounds, 0.59% hits;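 active = inhibition at 20 µM, scaled to each plate's controls, above about 33%, limit read from the data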
DNMT1 block: human DNMT1 methyltransferase inhibitors, primary screen, biochemical, molecular beacon, fluorescence, HinP1I cleavage, uHTS. DNA (cytosine-5)-methyltransferase 1 (Homo sapiens), P26358. inhibition (reported as % activation of signal), % at 10 µM. 360,000 compounds, 0.83% hits. AID 588458, 2011; in the data active = inhibition above about 50%
The depositor's hits bear a star; i = inactive; · = not tested or not shown; + = active, no number.

The first 2 records as a preview:
Sequence of screens: Rin1 Abl inh | LMPTP inh | Scp1 inh | Neddylation inh | STEP inh | CSN deneddyl inh | SUMO1-SIM PPI | NadD block | Rpn11 inh | DNMT1 block
Cc1cccc(C)c1NC(=O)c1sccc1SCC#N
 : -2 | 0.1 | -6 | i | 0 | 4 | 3 | -2 | i | 0
OC(c1cccc(Cl)c1)c1ncc(-c2ccc(Oc3ccccc3)cc2)[nH]1 (centres undefined)
 : 2 | 4.8 | · | i | 0 | 1 | 2 | 12 | i | -19

The listing (from the top)
Sequence of screens: Rin1 Abl inh | LMPTP inh | Scp1 inh | Neddylation inh | STEP inh | CSN deneddyl inh | SUMO1-SIM PPI | NadD block | Rpn11 inh | DNMT1 block
Cc1cccc(C)c1NC(=O)c1sccc1SCC#N
 : -2 | 0.1 | -6 | i | 0 | 4 | 3 | -2 | i | 0
OC(c1cccc(Cl)c1)c1ncc(-c2ccc(Oc3ccccc3)cc2)[nH]1 (centres undefined)
 : 2 | 4.8 | · | i | 0 | 1 | 2 | 12 | i | -19
Cc1ncc(CO)c(/C=N/Nc2cccc(Cl)n2)c1O
 : -5 | 6.9 | -7 | i | 1 | -2 | -14 | -4 | i | -3
Cc1c(C(=O)Nc2ccccn2)oc2ccccc12
 : 5 | -0.6 | -4 | i | -1 | -1 | 19 | -4 | i | 2
COc1ccccc1CNS(=O)(=O)c1cc(C)ccc1OC
 : -1 | -0.2 | -4 | i | -3 | 1 | 1 | -7 | i | -3
CC(C)NC(=O)COC(=O)c1ccc(Cl)c(S(=O)(=O)N2CCCC2)c1
 : 0 | 1.7 | 49 | i | 5 | 1 | -3 | 3 | i | 17
CC(=O)c1cccc(NC(=O)N2CCC(c3nnc(SCC(N)=O)n3C)CC2)c1
 : -2 | -0.9 | -4 | i | 4 | 0 | 2 | 2 | i | 0
N#Cc1nc(-c2ccccc2)oc1N1CCCCC1
 : 0 | 2.2 | -3 | · | 0 | 0 | 2 | -7 | i | -5
CC(C)(Oc1ccc(Cl)cc1)C(=O)Nc1ccc(S(=O)(=O)Nc2ncccn2)cc1
 : 1 | -1.1 | -3 | i | 0 | -3 | 3 | -2 | i | 1
COc1cc2ccccc2cc1C(=O)OCC(=O)N1CCOCC1
 : -1 | 1.5 | 1 | · | 1 | -1 | -5 | 2 | i | 1
CC(OC(=O)c1ccc2ncsc2c1)C(=O)NC1CCCCC1C (centres undefined)
 : 3 | 0.5 | -3 | i | 1 | -3 | 3 | 6 | i | 2
Cc1ccc(CNC(=S)Nc2ccc(C)c([N+](=O)[O-])c2)cc1
 : -1 | 2.2 | -8 | i | -2 | -1 | -3 | -7 | i | 0
O=C(c1ccc(F)c(F)c1)N1CCCc2ccccc21
 : 1 | -0.8 | 2 | i | -1 | -3 | -1 | -5 | i | -2
CC1(C)Cc2c(sc3nc(SCC(=O)NCc4ccco4)n(-c4ccccc4)c(=O)c23)CS1
 : -1 | 0.2 | -5 | i | 3 | 10 | -9 | 10 | i | 3
NC(COCc1ccccc1)c1csc(Nc2nccc(C(F)(F)F)n2)n1 (centres undefined)
 : 1 | -2.6 | · | i | 2 | 1 | -4 | 8 | i | -1
Cc1cccc(N2C(=O)C(O)=C(C(=O)c3cccs3)C2c2ccccc2)n1 (centres undefined)
 : -2 | -0.3 | -11 | i | 3 | -3 | -6 | 13 | i | 1
O=C(CN(CCO)Cc1ccccc1)N1CCN(S(=O)(=O)c2ccccc2)CC1
 : 0 | -1.3 | · | i | -4 | -5 | 1 | -2 | i | 2
CC(C)CCNC(=O)c1cc(-c2ccco2)nc2ccccc12
 : 0 | -0.1 | -4 | · | 0 | -1 | -7 | -4 | i | -4
CCc1nnc(NC(=O)C2CC(=O)N(C3CCCC3)C2)s1 (centres undefined)
 : 1 | 0.3 | -1 | i | 2 | -4 | -3 | -13 | i | 2
CC(C)(C)C1CCC(C(=O)NNC(=O)c2ccncc2)CC1 (centres undefined)
 : -1 | 0.2 | 0 | i | -1 | 2 | 2 | 2 | i | 2
O=C(Nc1ccc(OC(F)F)c(Cl)c1)c1cccc(OC(F)F)c1
 : -2 | 1.9 | -11 | i | -5 | 3 | -1 | -7 | i | 4
CC1(C)CC(=O)c2sc(NC(=O)CN3CCCCC3)nc2C1
 : -2 | 0.0 | -3 | i | 1 | -4 | -3 | -3 | i | 1
CC[C@@]1(C(=O)OC)N[C@H](CN(C)C(=O)Nc2ccc(F)cc2)[C@@H]2C(=O)N(Cc3ccccc3)C(=O)[C@@H]21
 : 6 | -0.2 | -5 | i | 1 | -1 | -2 | 0 | i | 3
COCCN1CCn2c(nc3cc(NC(=O)Cn4nc(C)c5ccccc5c4=O)ccc32)C1
 : 0 | 22 | 0 | · | 3 | -2 | 33 | -1 | i | -4
CC(C)C(C(=O)NCc1ccco1)N(CC1CCCO1)C(=O)CNS(=O)(=O)c1ccc(F)cc1 (centres undefined)
 : 0 | -0.6 | -2 | i | 1 | -2 | 5 | -4 | i | 0
O=S(=O)(Nn1c(O)c(C=C2N=c3ccccc3=N2)sc1=S)c1ccccc1
 : 1 | 2.4 | -3 | i | 0 | 0 | -5 | 2 | i | -2
N=C1C(c2nc3ccccc3c(=O)[nH]2)=C(O)CN1CCO
 : 0 | -0.4 | -6 | · | 2 | -1 | 1 | -2 | i | 5
CCCCn1c(=O)[nH]c(=O)c2c1nc(COc1ccc(C#N)cc1)n2CCC
 : 2 | 0.2 | -3 | i | -1 | -3 | 2 | -2 | i | 2
COc1ccc(OC)c(C(c2nnnn2Cc2ccco2)N2CCN(C)CC2)c1 (centres undefined)
 : 1 | -6.8 | -1 | i | -5 | 3 | 1 | 2 | i | 3
O=C(/C=C/c1ccc(OC2CSC2)cc1)c1ccc(Cl)cc1
 : -3 | 2.3 | -15 | i | 1 | 5 | -3 | -2 | i | 18

Additional results
Sequence of screens: Rin1 Abl inh | LMPTP inh | Scp1 inh | Neddylation inh | STEP inh | CSN deneddyl inh | SUMO1-SIM PPI | NadD block | Rpn11 inh | DNMT1 block
CC(C)(Oc1ccc(Cl)cc1)C(=O)NC1CCCCC1
 : 0 | -0.8 | 3 | i | 1 | -1 | 4 | -7 | i | 4
CCC(c1nnnn1C(C)(C)C)N1CCN(c2cc(Cl)ccc2C)CC1 (centres undefined)
 : 3 | 3.0 | -6 | i | 0 | -1 | -1 | -4 | i | -4
Cc1nc(SCc2ccccc2)c([N+](=O)[O-])[nH]1
 : -3 | -0.6 | -1 | i | 2 | 0 | -12 | -1 | i | 1
CC(=O)c1ccccc1NC(=O)CSc1nnc(Cc2csc(C)n2)o1
 : 1 | -0.1 | 0 | i | -2 | -1 | 2 | -4 | i | 2
Cc1ccc(S(=O)(=O)N/N=C\c2cc([N+](=O)[O-])ccc2Cl)cc1
 : 2 | -0.9 | -7 | i | 1 | 1 | -18 | 3 | i | 2
CC(C)CNc1nc(N)c([N+](=O)[O-])c(N2CCCCCC2)n1
 : 2 | 5.4 | 1 | i | -1 | 3 | -3 | -1 | i | 6
Cn1c(-c2ccccc2Br)n[nH]c1=S
 : 0 | -0.6 | 1 | i | 9 | 0 | 5 | -2 | i | 4
Cc1nc(NC(=S)NC(=O)c2cncc(Br)c2)ccc1Br
 : 0 | -1.4 | -11 | i | 0 | -4 | 0 | -6 | i | 5
O=C(NCc1cccs1)C1CCC(CNS(=O)(=O)c2ccc(Br)s2)CC1 (centres undefined)
 : 1 | -0.1 | -10 | i | 3 | 9 | -2 | -4 | i | 3
CCOc1cc(/C=N\NC(=O)OC)ccc1OC(=O)c1ccco1
 : 4 | 1.0 | 0 | i | -4 | -3 | 1 | -7 | i | -1
CN(CC(=O)NC1CCCCCC1)S(=O)(=O)c1cnc[nH]1
 : -1 | 1.0 | -6 | i | -2 | 1 | 0 | 1 | i | 0
COc1ccccc1C(=O)Nc1ccccc1N1CCN(S(C)(=O)=O)CC1
 : -2 | -1.5 | 6 | i | 0 | -2 | 0 | 4 | i | 0
Cc1ccc(C(=O)N/N=C\c2ccc(-c3ccc(Cl)c(Cl)c3)o2)cn1
 : -1 | 3.0 | -1 | + | 4 | 10 | -11 | -7 | i | 17
CCOc1ccccc1N=CC1=C(O)CC(c2ccccc2)CC1=O (centres undefined)
 : -3 | 0.7 | -6 | i | 2 | -1 | -28 | -2 | i | 2
O=C1N(Cc2cccnc2)C[C@@H]2C[C@@H](c3ccc(C(F)(F)F)cc3)N3CCC[C@@]123
 : 3 | -0.5 | -8 | i | -2 | 4 | 0 | 8 | i | -16
COc1ccc2cc(C)c3nnc(SCC(=O)Nc4nc(-c5ccccc5)cs4)n3c2c1
 : 1 | 2.8 | -4 | i | 0 | -2 | -3 | 24 | i | 9
CC1=CCC(C(=O)O)(C(=O)N/N=C/c2cccs2)C(c2ccc(F)cc2)C1 (centres undefined)
 : 0 | -0.1 | 1 | i | 0 | 1 | -2 | -3 | i | 7
O=C1OC(c2ccc(F)cc2)=N/C1=C\C=C/c1ccccc1
 : 6 | -0.4 | -4 | i | 2 | 2 | -9 | -4 | i | 0
CN(C(=O)CN1C(=O)S/C(=C\c2ccc(Cl)cc2)C1=O)C1CCS(=O)(=O)C1 (centres undefined)
 : -5 | 1.5 | 7 | i | -2 | -2 | -37 | 5 | i | 1
Cc1c(Br)ccc(NC(=O)COc2ccccc2C(N)=O)c1C
 : -3 | -0.2 | -4 | i | 1 | 6 | -1 | -4 | i | 0
CC(C)c1ccc(CN2CCC(n3nccc3NC(=O)C3CCCC3)CC2)cc1
 : 4 | -2.7 | · | i | 0 | -4 | -1 | -3 | i | -10
COc1ccccc1/C=C/C=N/n1c(-c2ccccc2)n[nH]c1=S
 : -1 | 1.7 | 7 | i | 1 | 2 | 5 | 0 | i | -1
